FLuc counter: qHTS profiling assay for firefly luciferase inhibitor/activator using purifed enzyme and Km concentrations of substrates (counterscreen for miR-21 project); Luciferin 4-monooxygenase (Photinus pyralis), P08659; purified FLuc, Km substrates, luminescence inhibition; Potency, µM (titrated, usually from 57.5 µM), for inactives: at the highest dose activity change, negative = inhibition, usual class: inhibitors; 360,000 compounds, 6.9% hits;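 also: plate controls were vehicle for no effect and reference inhibitor for full effect; nearly all actives have a fitted effect of over 55% in size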
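Purified P. pyralis luciferase (10nM final) with 10uM D-luciferin and 10uM ATP (Km levels) in 50mM Tris acetate pH 7.5, 10mM Mg acetate, 0.01% Tween-20, 0.05% BSA; qHTS 6-point titration, ~60 µM downward; luminescence read.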
MBNL1 CUG block: qHTS Assay for Inhibitors of MBNL1-poly(CUG) RNA binding | Potency, µM (doses to about 57.5 µM), for inactives: at the top dose activity change, negative = inhibition, usual class: inhibitors | 280,000 compounds, 0.036% hits | Muscleblind-like protein 1 (Homo sapiens), Q9NR56 | AID 2675, 2010 | TR-FRET MBNL1-His/biotin-(CUG)12 binding, 665/545 ratio; active = well fitted inhibition curve with a large enough effect in the signal ratio, with a control signal flat, not every such curve was filed as active; inconclusive = small, poorly fitted or top-dose-only effect, or effect the other way, or a change in a side signal; inactive = no such curve, though single readings can be large or run the other way; the % refers to the signal ratio; also: % is scaled to controls: 0 for no effect and ±100 for the full control effect
Target sequence (Q9NR56 whole entry, looked up): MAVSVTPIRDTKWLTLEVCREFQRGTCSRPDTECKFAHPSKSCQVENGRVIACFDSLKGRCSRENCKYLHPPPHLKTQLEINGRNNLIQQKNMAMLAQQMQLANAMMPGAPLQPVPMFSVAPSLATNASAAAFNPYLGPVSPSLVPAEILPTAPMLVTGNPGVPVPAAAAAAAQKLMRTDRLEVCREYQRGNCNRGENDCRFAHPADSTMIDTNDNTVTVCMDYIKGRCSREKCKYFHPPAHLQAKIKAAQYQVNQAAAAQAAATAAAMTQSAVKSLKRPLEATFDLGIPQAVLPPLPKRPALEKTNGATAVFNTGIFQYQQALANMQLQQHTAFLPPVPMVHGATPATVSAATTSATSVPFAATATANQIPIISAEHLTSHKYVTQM
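Inhibition of protein-RNA binding appears as loss of TR-FRET between terbium anti-His antibody on MBNL1-His and streptavidin-XL665 on biotin-(CUG)12. Activity is normalized to buffer-only and uninhibited-complex controls.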
RORgamma inh: qHTS for inhibitors of ROR gamma transcriptional activity | Drosophila S2 Gal4-RORgamma UAS-luciferase reporter, 20 h | AID 2551, 2010 | 310,000 compounds, 5.4% hits | Nuclear receptor ROR-gamma (Mus musculus), P51450 | Potency, µM (top dose mostly 53.6 µM), without a hit: at the top dose activity change, negative = inhibition, hits mostly inhibitors; also: % is scaled to controls: 0 for no effect and ±100 for the full control effect; nearly all actives have a fitted effect of over 60% in size
Target sequence (P51450 whole entry, looked up, the tested form may be a part): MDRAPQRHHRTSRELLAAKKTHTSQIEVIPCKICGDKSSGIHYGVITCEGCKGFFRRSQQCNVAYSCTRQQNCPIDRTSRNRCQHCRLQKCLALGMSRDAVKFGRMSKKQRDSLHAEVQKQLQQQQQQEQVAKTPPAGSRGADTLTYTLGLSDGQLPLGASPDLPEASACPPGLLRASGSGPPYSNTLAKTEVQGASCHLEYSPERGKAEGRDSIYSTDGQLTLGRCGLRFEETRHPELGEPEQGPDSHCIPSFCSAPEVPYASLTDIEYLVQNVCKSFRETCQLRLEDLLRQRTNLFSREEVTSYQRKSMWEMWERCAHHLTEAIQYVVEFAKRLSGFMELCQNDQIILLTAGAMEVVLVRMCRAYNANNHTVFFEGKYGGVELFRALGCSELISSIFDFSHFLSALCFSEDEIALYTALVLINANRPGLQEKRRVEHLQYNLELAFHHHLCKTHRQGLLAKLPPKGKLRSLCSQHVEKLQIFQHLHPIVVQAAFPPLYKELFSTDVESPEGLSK
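Using a luciferase readout, inhibitors were identified by reduced reporter activity in Drosophila cells coexpressing a copper-inducible Gal4–ROR gamma fusion and UAS-driven Photinus luciferase, incubated 20 hr after 700 uM copper sulfate.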
VP16 counter: VP16 counterscreen qHTS for inhibitors of ROR gamma transcriptional activity; Potency, µM (top dose mostly 53.6 µM), without a hit: at the top dose activity, negative = inhibition, usual class: inhibitors; 310,000 compounds, 3.5% hits; AID 2546, 2010; Drosophila S2 Gal4-VP16 UAS-luciferase, luminescence, 20 h;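 also: Gal4-VP16 expression switched on by copper sulfate through the metallothionein promoter; % is scaled to controls: 0 for no effect and ±100 for the full control effect; nearly all actives have a fitted effect of over 50% in size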
ELG1 genotox: qHTS screen for small molecules that induce genotoxicity in human embryonic kidney (HEK293T) cells expressing luciferase-tagged ELG1; AID 504466, 2011; 330,000 compounds, 1.3% hits; Potency, µM (top dose mostly 46 µM), inactives show at the top dose activity change, positive = activation, hits mostly activators; HEK293T ELG1-luciferase reporter, luminescence, 16 h; also: % of control where 0% means no effect; nearly all actives have a fitted effect of over 60% in size
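HEK293T cells expressing luciferase-tagged ELG1 were exposed to compound or DMSO vehicle for 16 hr at 37 °C and 5% CO2. Luciferase activity was then measured with ONE-Glo after 30 min at room temperature.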
BRCA1 expr act: qHTS Assay to Identify Small Molecule Activators of BRCA1 Expression. MCF7-BRCA1-FFLuc reporter, luminescence, 48 h; response scale: scaled: vehicle 0%, 10 µM genistein 100%. Potency, µM (top dose mostly 46.1 µM), inactives show at the top dose activation, hits mostly activators. AID 624202, 2012. 380,000 compounds, 1.1% hits; also: nearly all actives have a fitted effect of over 80% in size; some results filed as inactive show a strong effect at the top dose
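Quantitative HTS in MCF7 cells stably reporting BRCA1 expression via firefly luciferase. Compound treatment lasts 48 h at 37 °C in phenol-red free MEM. Activation is expressed relative to genistein at 10 microM and DMSO.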
NPC1 promoter act: qHTS Assay for NPC1 Promoter Activators | Potency, µM (doses to about 9.22 µM), inactives show at the top dose activation, actives largely listed as activators | 320,000 compounds, 2.4% hits | Huh7 NPC1 promoter luciferase reporter, 24 h | AID 485313, 2010;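 also: % of control where 0% means no effect; nearly all actives have a fitted effect of over 60% in size; reporter is driven by a mutant NPC1 promoter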
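Readout is luciferase luminescence, reflecting NPC1 promoter activation in stably transfected Huh7 cells after 24 h compound exposure at 37 °C in reduced-serum medium with 10% FBS.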
uPA generation: qHTS for Inhibitors of Cell Surface uPA Generation; cell surface uPA generation assay, qHTS; Potency, µM (highest dose often 38.3 µM), for the others: top-dose activity change, negative = inhibition, actives largely listed as inhibitors; 330,000 compounds, 0.31% hits; AID 540303, 2011; active = well fitted inhibition curve with a large enough effect; inconclusive = small, poorly fitted or top-dose-only effect; inactive = no such curve, though single readings can be large or run the other way; tested in mouse RAW 264.7 cells; also: % is scaled to controls: 0 for no effect and ±100 for the full control effect; nearly all actives have a fitted effect of over 55% in size
Rab9 promoter act: qHTS Assay for Rab9 Promoter Activators; Huh7 Rab9 promoter-luciferase reporter, luminescence, 24 h; Potency, µM (doses to about 9.22 µM), without a hit: at the highest dose activation, negative = inhibition, hits mostly activators; 320,000 compounds, 2.8% hits; AID 485297, 2010; also: % of control where 0% means no effect; nearly all actives have a fitted effect of over 60% in size
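Promoter activation is measured as luciferase luminescence in Huh7 cells stably transfected with a Rab9 promoter–luciferase construct, following 24 h compound exposure at 37 °C and 10 min reagent incubation at ambient temperature.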
p53 reactivation: qHTS assay for re-activators of p53 using a Luc reporter; H1299 p53-A138V BP100-luciferase reporter, luminescence, 24 h; Potency, µM (highest dose often 92.2 µM), inactives show at the highest dose activity change, positive = activation, most hits filed as activators; 320,000 compounds, 0.063% hits; AID 504706, 2011; also: % of control where 0% means no effect; nearly all actives have a fitted effect of over 45% in size
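p53-null H1299 cells stably carrying temperature-sensitive p53-A138V and a BP100-luciferase reporter were pinned with compounds (4-point, 1:5 series) and held 24 hrs at 37 deg C. Luminescence was read 10 min after detection reagent.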
Numbers without * were called inactive; ? = inconclusive; · = not tested or not shown; & = joins results of further samples; [ ] = dose if it differs, or a comment. Unless noted, calls follow the shape of the dose curve; as a rule, active = well fitted curve in the direction sought with a large enough effect; inconclusive = small, poorly fitted or top-dose-only effect, or another doubt; inactive = no such curve, though single readings can be large; an effect the other way counts as inactive or inconclusive. Potency is read from the fitted curve at half-maximal effect. Compounds as they come, and some 13% of all compounds hit somewhere here.

SMILES	FLuc counter	MBNL1 CUG block	RORgamma inh	VP16 counter	ELG1 genotox	BRCA1 expr act	NPC1 promoter act	uPA generation	Rab9 promoter act	p53 reactivation
Cc1ccc(-c2nn(-c3ccccc3)cc2C(=O)N2CCN(C3CCS(=O)(=O)C3)CC2)cc1 (stereo not drawn)	?	·	·	·	1%	10%	-3%	-23%	-2%	2%
O=C(COC(=O)CC12CC3CC(CC(C3)C1)C2)Nc1cccnc1Cl	?	10%	-18%	11%	0%	2%	-1%	7%	0%	-9%
O=C(COC(=O)C1CC1)NCc1ccc(Cl)cc1Cl	·	·	·	·	-2%	-9%	·	10%	·	-3%
CCOC(=O)N1CCN(S(=O)(=O)N2CCCC(C(=O)NCCCN3CCCCC3)C2)CC1 (stereo not drawn)	1%	-2%	-11%	4%	-1%	10%	0%	5%	1%	0%
CC(C)OC(=O)CSc1nc(Cc2cccs2)nc2ccccc12	-2%	16%	-1%	-10%	-5%	3%	-6%	1%	2%	-2%
CCO[C@@H]1OC(C(=O)NCc2ccccc2)=C[C@H](c2cn(C(C)=O)c3ccccc23)[C@H]1CCCO	2%	11%	2%	-1%	5%	-44%	-5%	0%	2%	4%
CC(C)(C)C1CCc2onc(C(=O)O)c2C1 (stereo not drawn)	-12%	-17%	-13%	-4%	3%	15%	-6%	0%	-2%	4%
CCOC(=O)c1ccc(NC(=O)c2cc(F)c(F)cc2Cl)cc1	?	1%	?	?	11%	80%	9%	-5%	27%	5%
O=C(CN1C(=O)c2ccccc2C1=O)Nc1cccnc1	1%	11%	-9%	1%	-12%	-6%	-1%	2%	4%	-3%
CCOC(=O)c1c(NC(=O)c2c(Br)cnn2C)c(C#N)nn1-c1ccccc1	0%	-1%	29%	-1%	-16%	-67%	-5%	-4%	-3%	-4%
CCOC(=O)c1ccccc1NS(=O)(=O)c1ccc(C)cc1	1%	1%	-13%	?	-9%	-77%[inhibitor]	2%	-9%	15%	-1%
Cc1cccc(C(=O)Nc2cccc3cccnc23)c1	21µM*	4%	31%	5%	14%	4%	4µM*	0%	3.2µM*	15%
CC1=CN2C(=NC(=O)CC2(C)C(=O)N(CC(=O)NC2CCCC2)Cc2ccc(Cl)cc2)C=C1 (stereo not drawn)	0%	6%	-12%	-14%	-12%	-2%	-3%	-1%	-3%	0%
O=C(NC(=O)c1ccccc1)NC1(C(F)(F)F)OCCO1	11µM*	4%	?	0%	?	·	2.5µM*	·	4µM*	?
Cc1cc(NO)nc(-c2ccc(Br)cc2)n1	24µM*	3%	29%	-7%	?	85%	?	·	4.5µM*	?
C[C@H](CO)N1C[C@H](C)[C@@H](CN(C)S(=O)(=O)c2ccccc2)Oc2ccc(NC(=O)C3CC3)cc2C1=O	·	·	·	·	-5%	-1%	·	11%	·	0%
O=C(Nc1ccccc1N1CCOCC1)c1ccc([N+](=O)[O-])cc1	2%	?	-42%	4%	3%	-21%	-4%	-2%	1%	0%
Cc1ccc2nc3sc(C(=O)Nc4ccc(N5CCOCC5)cc4)c(N)c3cc2c1	-19%	19%	-1%	2%	-6%	·	-5%	·	10%	10%
COc1cc(C(CCN2CCCCC2)c2c(OC)cc(OC)c3c(-c4ccccc4)cc(=O)oc23)cc(OC)c1OC (stereo not drawn)	2%	4%	?	?	6%	-21%	-2%	13%	-9%	-2%
COc1ccc(OC)c2sc(NNC(=O)COc3ccccc3)nc12	-7%	-2%	?	-5%	-1%	-51%	-1%	-14%	16%	-1%
CCCN1CCCc2cc(CN(CCCN3CCOCC3)C(=O)Nc3ccc(OCC)cc3)ccc21	-7%&-1%	-5%	-23%	-14%	-3%	1%	1%	·	2%	-2%
O=C(CSCc1ccc([N+](=O)[O-])cc1)NC1CCCCCC1	-3%	?	30%	0%	-6%	2%	3%	4%	-7%	-5%
Cc1ccc(S(=O)(=O)NCCCCCC(=O)Nc2ccccn2)cc1	6%	4%	24%	3%	-6%	4%	-3%	·	-6%	-1%
CCc1ccc(NC(=O)CSc2nc3cc(C(=O)OC)ccc3c(=O)n2Cc2ccco2)cc1	-2%	-4%	2%	-1%	2%	-3%	-3%	0%	-2%	0%
O=C(CSc1ccc(-c2cccnc2)nn1)N1CCCC1	0%	-7%	0%	-9%	0%	-4%	1%	5%	-2%	4%
O=C(COc1ccccc1)N1CCc2ccccc2C1	?	-10%	15%	28%	?	12%	2%	-2%	20%	13%
COC(=O)Nc1nnc(-c2ccco2)s1	-15%	19%	36%	-5%	5%	0%	4%	0%	15%	-1%
Cc1ccc(C(=O)N(c2ccccn2)C(C)c2ccco2)cc1C (stereo not drawn)	1%	1%	?	18%	-3%	-25%	2%	3%	-5%	6%
CCOc1ccccc1N1CCN(c2nc(N)c(C#N)c(CC#N)c2C#N)CC1	4%	16%	0%	-9%	-3%	-53%	-2%	11%	-9%	?
CC1(C2CC2)NC(=O)N(CC(=O)Nc2ccccc2-c2ccccc2)C1=O (stereo not drawn)	-2%	-8%	6%	-1%[10 µM]	-4%	-3%	-5%	11%	-5%	0%

Nothing new here: two of the compounds above.
SMILES	FLuc counter	MBNL1 CUG block	RORgamma inh	VP16 counter	ELG1 genotox	BRCA1 expr act	NPC1 promoter act	uPA generation	Rab9 promoter act	p53 reactivation
CCOc1ccccc1N1CCN(c2nc(N)c(C#N)c(CC#N)c2C#N)CC1	4%	16%	0%	-9%	-3%	-53%	-2%	11%	-9%	?
CC1(C2CC2)NC(=O)N(CC(=O)Nc2ccccc2-c2ccccc2)C1=O (stereo not drawn)	-2%	-8%	6%	-1%[10 µM]	-4%	-3%	-5%	11%	-5%	0%

New compounds follow:
SMILES	FLuc counter	MBNL1 CUG block	RORgamma inh	VP16 counter	ELG1 genotox	BRCA1 expr act	NPC1 promoter act	uPA generation	Rab9 promoter act	p53 reactivation
CCCCNC(=O)CSc1nc2ccccc2c(=O)n1CC1COc2ccccc2O1 (stereo not drawn)	2%	5%	23%	-4%	0%	3%[1.84 µM]	-5%	4%	0%	0%
COc1ccc(C2CC(c3cccs3)=NN2C(=O)CSc2nnc(N)s2)cc1OC (stereo not drawn)	-5%	?	10%	4%[10 µM]	10%	-28%	-4%	-14%	-13%	-1%
COc1cccc(OCc2cc(C(=O)N3CCNC(=O)C3Cc3ccccc3)no2)c1 (stereo not drawn)	?	-1%	12%	-13%	8%	92%	19%	4%	29%	?
N#Cc1ccc(COC(=O)c2ccc(N3CCCC3)c([N+](=O)[O-])c2)cc1	7%	12%	41%	-8%	-1%	-22%	-5%	0%	-6%	-14%
CC(c1ccco1)N(C(=O)c1ccc(F)cc1)c1ccccn1 (stereo not drawn)	-1%	-2%	4%	5%	0%	-10%	-4%	0%	-3%	0%
CCN(C(=O)CSc1nc2ccccc2c(=O)n1Cc1ccc(C)cc1)C1CCS(=O)(=O)C1 (stereo not drawn)	-10%	·	·	·	-1%	-9%	-1%	-1%	2%	-7%
Cc1ccc(Nc2nnc(SCC(=O)N(C)C3CCS(=O)(=O)C3)s2)cc1 (stereo not drawn)	8.5µM*	-7%	-13%	-13%	12%	52%	23%	-8%	25%	1%
COc1ccc(OCc2nnc(SCC(=O)Nc3ccccc3F)o2)cc1	-15%	-1%	-7%	0%	1%	-8%	5%	1%	3%	-3%
O=C(Cn1nc(Cl)nc1Cl)c1ccccc1	-1%	7%	-1%	-4%	1%	-15%	0%	0%	1%	6%
Cc1ccc(N=c2c([N+](=O)[O-])nn(-c3ccccc3)n2O)c(C)c1	?	?	5%	?	?	-21%	?	·	?	?
CCOC(=O)c1sc2ncnc(N3CCN(C(=O)OCC)CC3)c2c1C	-2%	33%[activator]	-44%[0.365 µM]	·	0%	-37%	6%	7%	0%	-28%
Cc1ccccc1C(=O)N1CCC(C(=O)NC(C)c2ccc(-n3ccnc3)cc2)CC1 (stereo not drawn)	5%	2%	-5%	-7%	0%	-21%	-7%	-10%	3%	-1%
Cc1ccc(S(=O)(=O)N2CCCN(C(=O)c3ccc(-n4cccn4)cc3)CC2)cc1	4%	·	·	·	1%	-14%	-1%	1%	-3%	-4%
COc1ccccc1NC(=S)NC(=O)C1CC1	-5%	2%	13µM*	?	-1%	2%	1%	-6%	2%	-1%
COC(C(=O)Nc1ccc(Br)cc1F)c1ccccc1 (stereo not drawn)	-12%	-10%	45%	?	0%	1%	3%	-31%	-7%	-9%
COC(=O)N/N=C(\C)c1ccccc1OC(F)F	2%	-7%	4%	-1%	-2%	-2%	1%	1%	-3%	0%
COc1ccccc1C(=O)NC(CCSC)C(=O)NNC(=O)C(C)Oc1ccccc1F (stereo not drawn)	3%	·	·	·	3%	-18%	0%	8%	3%	3%

Compound activity: PubChem, National Center for Advancing Translational Sciences (NCATS)
